# Bioassay records: PubChem, several laboratories
# Diaphorase act: counter-screen for diaphorase-based assays: diaphorase activators and chemical reducers. actives 0.005% (n = 190,000). AID 1229. activation factor at 20 µM. Diaphorase/resazurin coupled assay, resorufin fluorescence, 16 min; hits give high values; 1 = vehicle wells, 0 = NADH-free wells;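 active = diaphorase activity raised at least twofold by the compound at 20 µM; inactive = activation factor below 2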
#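 Measured by – red resorufin fluorescence at 544/590 nm excitation/emission · Test system – Clostridium kluyveri diaphorase, purified enzyme · Incubation – reaction time 16 min, room temperature · Buffer or medium – 50 mM HEPES pH 7.4 with 4.542 mM MgCl2, 0.005% Tween 20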
# PMI activator: phosphomannose isomerase (human) activation | P34949 | purified human PMI, coupled resazurin fluorescence, 20 min; hits give high values; 1 = vehicle control, 0 substrate-free wells | activation factor at 20 µM | actives 0.005% (n = 190,000);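 active = activation factor of 2 or more at 20 µM, relative to plate controls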
# Target sequence (P34949 whole entry, looked up): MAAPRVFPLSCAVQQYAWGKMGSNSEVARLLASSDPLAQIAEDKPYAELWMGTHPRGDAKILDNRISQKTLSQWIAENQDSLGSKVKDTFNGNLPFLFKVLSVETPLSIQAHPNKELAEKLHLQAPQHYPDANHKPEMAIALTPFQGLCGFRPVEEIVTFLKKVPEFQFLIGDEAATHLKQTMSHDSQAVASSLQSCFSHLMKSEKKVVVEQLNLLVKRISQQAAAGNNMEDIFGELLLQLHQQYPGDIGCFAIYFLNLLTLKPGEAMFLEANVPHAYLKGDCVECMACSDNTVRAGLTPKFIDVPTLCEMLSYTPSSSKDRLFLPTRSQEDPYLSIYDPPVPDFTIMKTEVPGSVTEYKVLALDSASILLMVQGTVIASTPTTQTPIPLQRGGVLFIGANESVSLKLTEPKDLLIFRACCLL
# G6PDH CS: L. mesenteroides G6PDH inhibition counter-screen. Purified L. mesenteroides G6PDH, diaphorase/resazurin coupled fluorescence, 45 min. inhibition, % at 5 µM. actives 0.12% (n = 200,000); in the data active = inhibition above about 50%
# PMI act hi M6P: increases human PMI activity with near-saturating mannose 6-phosphate. P34949. coupled PMI enzyme assay, resazurin fluorescence, 20 min; hits give high values; 1 = untreated enzyme, 0 = substrate-free blank. activation factor at 20 µM. actives 0.34% (n = 190,000). AID 1216;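 active = activation factor of 2 or more at 20 µM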
#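 Test system – human PMI in coupled enzyme assay · Timing – 20 min incubation at room temperature · Detection – Diaphorase-driven resazurin-to-resorufin fluorescence, excitation 544, emission 590 nm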
# S1P3 antagonist: S1P3 (human) receptor antagonism; Q99500; CHO S1P3 NFAT-BLA reporter, FRET fluorescence, antagonist mode; inhibition, % at 4.98 µM; actives 0.27% (n = 170,000);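 active = inhibition above the plate cutoff, the mean inhibition of test wells on that plate plus 3 SD, cut at about 28% in these data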;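 also: cells challenged with S1P at its EC80 of 0.8 µM; blue over green emission ratio from cleaved BLA substrate after 4 h stimulation; 0% = S1P-stimulated wells and 100% = unstimulated DMSO-only wells; some compounds past the cut are filed as inactive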
# SRC2 TRFRET art: flags TR-FRET format artefacts in PPARgamma SRC-2 recruitment agonist screen | TR-FRET ratio at 8 µM | actives 0.4% (n = 200,000) | TR-FRET artefact counter-screen; hits give high values; in the data active = TR-FRET ratio above about 2000; also: inactives centre near 1500
# PPARg SRC1 recr: promotes SRC-1 coactivator recruitment by human PPARgamma; activation, % at 8 µM; PPARgamma-SRC-1 coactivator recruitment biochemical assay; actives 0.41% (n = 200,000); P37231; in the data active = activation above about 19%;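 also: 0% = DMSO and 100% = reference agonist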
# Diaph inh CS: diaphorase inhibition or chemical oxidation counter-screen | inhibition, % at 20 µM | actives 0.69% (n = 190,000) | diaphorase resazurin-to-resorufin fluorescence, NADH, 16 min; bacterial (C. kluyveri) enzyme, not human;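 active = primary screen inhibition at 20 µM above a set limit, cut at about 50% in these data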;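 also: plate controls were DMSO with full reaction for no effect and wells lacking NADH for full effect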
#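 System: Diaphorase enzyme from Clostridium kluyveri | Amount: Enzyme working solution with 0.14 U/mL diaphorase | Benchmarks: No-NADH positive control and DMSO neutral control | Signal: Fluorescence of resorufin formed from resazurin, Ex 544/Em 590 nm | Schedule: 16-min room-temperature incubation before reading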
# PPARg SRC-3 ag: PPARgamma-driven SRC-3 recruitment agonism; actives 0.26% (n = 200,000); biochemical PPARgamma/SRC-3 coactivator recruitment assay; P37231; activation, % at 8 µM; in the data active = activation above about 23%;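 also: 0% = DMSO and 100% = reference agonist; some compounds past the cut are filed as inactive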
# ROMK mod: modulates human ROMK potassium channel activity. P48048. Tet-inducible ROMK, thallium flux fluorescence; actives lie on both sides. B-score at 10 µM. actives 2% (n = 130,000). AID 1918;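 active = signal ratio slope over the read window, or its plate-corrected B-score, at least 3 SD from the plate mean, either direction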;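 also: B-score of the F/F0 ratio slope over 7 to 12 s after thallium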
# Target sequence (P48048 whole entry, looked up): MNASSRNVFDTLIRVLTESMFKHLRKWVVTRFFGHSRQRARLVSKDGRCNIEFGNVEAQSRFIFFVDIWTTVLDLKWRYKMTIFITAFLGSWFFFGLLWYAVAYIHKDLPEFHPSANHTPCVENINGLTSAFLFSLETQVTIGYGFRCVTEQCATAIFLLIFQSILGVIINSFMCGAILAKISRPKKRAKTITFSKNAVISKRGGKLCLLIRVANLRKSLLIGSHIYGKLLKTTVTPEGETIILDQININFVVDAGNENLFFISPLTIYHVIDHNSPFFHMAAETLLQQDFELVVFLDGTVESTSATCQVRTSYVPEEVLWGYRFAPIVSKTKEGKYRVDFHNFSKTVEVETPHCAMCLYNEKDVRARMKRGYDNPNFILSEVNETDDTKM
# PPARg SRC2 recr: PPARgamma-driven SRC-2 recruitment agonism | PPARgamma LBD-SRC-2 recruitment, biochemical | activation, % at 8 µM | actives 0.34% (n = 200,000); in the data active = activation above about 22%;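 also: 0% = vehicle and 100% = reference agonist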
# * = called active by the depositor; . = not tested or not shown.
Structure	ROMK mod	PPARg SRC1 recr	PMI activator	PMI act hi M6P	PPARg SRC2 recr	S1P3 antagonist	SRC2 TRFRET art	G6PDH CS	Diaph inh CS	Diaphorase act	PPARg SRC-3 ag
Cc1ccccc1Cn1nnc(-c2ccc(C(=O)O)cc2)n1	-0.27	4	1.2	1.1	3	4	1575	-2	5	1	3
O=C(O)c1ccc(COc2ccc3c4c(c(=O)oc3c2)CCC4)o1	.	-11	0.9	0.9	-8	-28	1378	0	16	0.8	4
COc1ccc(NC(=O)CSc2nc3c(c(=O)n2-c2ccccc2)SCC3)c(OC)c1	0.26	-4	0.9	1	-2	.	1559	-24	18	0.8	-6
CSC1=NC(C(Cl)(Cl)Cl)N=C(c2ccccc2)N1 (stereo not given)	0.69	14	1.1	1	3	-2	1686	3	15	0.9	5
COc1ccc(S(=O)(=O)NCc2cn3c(C)csc3n2)cc1F	.	-5	0.8	0.8	-1	-21	1469	-18	10	0.9	-17
CCOCCCNC(=O)c1ccc2c(c1)ncn2C1CCCC1	.	-8	0.9	0.9	-2	7	1462	-10	12	0.9	3
Cc1cccc(C2CC(c3ccc(Cl)cc3)Nc3nc(N)nn32)c1 (stereo not given)	.	4	0.9	0.9	1	-1	1472	-12	8	0.9	3
CCC(=O)Nc1nnc(SCc2cccc(F)c2)s1	0.22	-8	0.9	0.9	-2	-5	1569	7	16	0.8	-3
O=[N+]([O-])c1cnccc1Nc1ccccc1	.	1	1	1	14	.	1439	3	6	0.9	-1
C=CCn1c(-c2ccccc2)nc(=S)c2c1CC(C)(C)OC2	.	8	0.9	0.9	6	.	1550	14	12	0.9	-14
CC1(C)CC(=O)C=C(NCCN2CCN(C(=O)Nc3ccc(Cl)c(Cl)c3)CC2)C1	.	2	1	1	1	-30	1558	0	16	0.8	6
COc1cccc(/C(O)=C2/C(=O)C(=O)N(c3ccccn3)C2c2ccc(OC)c(OC)c2)c1 (stereo not given)	.	7	1	1	-4	.	1512	7	2	1	7
Cc1[nH]n(-c2ccccc2)c(=O)c1C=NC1CCCCC1	.	10	0.9	0.9	7	-5	1569	17	17	0.8	-3
O=C(c1ccc(Cl)cc1)[C@@H]1[C@@H]2C(=O)N(c3ccccc3)C(=O)[C@@H]2C2c3ccccc3C=NN21 (stereo not given in full)	-0.14	-6	0.9	0.9	-2	7	1524	7	25	0.8	1
Cc1cccc(NS(=O)(=O)c2ccc3[nH]c(=O)cc(C(=O)O)c3c2)c1	0.019	0	1.1	1.1	2	2	1387	15	5	0.9	2

# Next part:
Structure	ROMK mod	PPARg SRC1 recr	PMI activator	PMI act hi M6P	PPARg SRC2 recr	S1P3 antagonist	SRC2 TRFRET art	G6PDH CS	Diaph inh CS	Diaphorase act	PPARg SRC-3 ag
COc1ccccc1NC(=O)COC(=O)c1ccc(S(=O)(=O)NCc2ccco2)cc1	.	6	0.9	0.9	-10	27	1649	7	24	0.8	7
CC(C)N(Cc1nccn1C)C(=O)CC1C(=O)NCCN1Cc1ccccc1C(F)(F)F (stereo not given)	-0.19	-1	1.1	1	-2	-3	1583	18	19	0.8	-2
COc1ccc(-n2nc(C(=O)NCC(=O)Nc3cccc(C)n3)c3ccccc3c2=O)cc1	-0.42	-4	0.9	1	1	.	1445	-3	11	0.9	5
CCOc1ccc(OCC)c(NC(=O)CN2CCN(c3ccc(C)cc3C)CC2)c1	-0.16	5	0.9	1	9	.	1684	3	32	0.7	-1
Cc1cc(C)nc(SC2CCCCC2NS(=O)(=O)c2ccccc2)n1 (stereo not given)	0.095	6	1	1.1	-2	-2	1557	-4	11	0.9	2
Cc1cccc(C)c1NC(=O)CSc1nnc(C)c(=O)[nH]1	.	7	1.1	1	2	-15	1712	16	3	1	0
NC(=O)NC(Cc1ccccc1)C(=O)O (stereo not given)	1.5	1	1	1	6	3	1423	0	10	0.9	-1
C=CCNC(=O)CN(c1cccc(Br)c1)S(C)(=O)=O	-0.64	-7	0.9	1	-7	-32	1326	-16	6	0.9	-4
Cc1ccc(C)c(N2CCN(C(c3ccncc3)c3nnnn3Cc3ccccc3)CC2)c1 (stereo not given)	.	2	1	2.2*	8	-12	1494	2	32	0.7	-3
COc1ccc(C(=O)NCCN2CCOCC2)c(OC)c1	0.47	-3	0.9	0.9	8	1	1440	7	13	0.9	-1
Cc1cccn2c(=O)c3cc(C(N)=S)c(=N)n(CCCN4CCOCC4)c3nc12	-0.084	5	0.8	0.6	8	4	1652	2	18	0.8	3
CCCCC(=O)Nc1ccc(C(=O)OC2CCCCC2)cc1	2	-4	0.8	0.9	3	.	1525	-4	18	0.8	9
CNC(=O)c1cc2cc(OC)ccc2n1CCN(C)C	0.43	5	1.1	1	1	-22	1511	8	-8	1.1	-14
O=C(NC1CC2CCC(C1)N2C(=O)NCc1ccccc1)C1CC1 (stereo not given)	.	-1	1	1	0	-6	1639	-4	9	0.9	-12
Cc1ccc(C)c(S(=O)(=O)N2CCN(C(C)C(=O)Nc3ccccc3-c3ccccc3)CC2)c1 (stereo not given)	0.2	12	1	1	5	2	1858	10	11	0.9	2

# Results in Diaph inh CS, SRC2 TRFRET art and Diaphorase act, for some of the entries so far:
structure	Diaph inh CS	SRC2 TRFRET art	Diaphorase act
Cc1ccc(C)c(N2CCN(C(c3ccncc3)c3nnnn3Cc3ccccc3)CC2)c1 (stereo not given)	32	1494	0.7
NC(=O)NC(Cc1ccccc1)C(=O)O (stereo not given)	10	1423	0.9

# More compounds
Structure	ROMK mod	PPARg SRC1 recr	PMI activator	PMI act hi M6P	PPARg SRC2 recr	S1P3 antagonist	SRC2 TRFRET art	G6PDH CS	Diaph inh CS	Diaphorase act	PPARg SRC-3 ag
Cc1c(C(=O)N2CC(C)OC(C)C2)oc2ccccc12 (stereo not given)	.	-1	0.9	1	-1	-1	1481	-1	6	0.9	6
CC(C)CNS(=O)(=O)c1ccc(CCC(=O)NCc2cccnc2)cc1	.	0	1	1	3	.	1463	3	6	0.9	-1
CCOc1cc(/C=C2\CCC/C(=C\c3cc(Cl)c(O)c(OCC)c3)C2=O)cc(Cl)c1O	.	5	0.9	0.7	-7	.	1532	7	18	0.8	0
CCOc1cccc(C(=O)Nc2cccc(C(C)=O)c2)c1	0.026	5	1.1	1.1	13	-6	1533	6	-8	1.1	5
COC(=O)C1=C(C)N(c2ccc(Cl)cc2)/C(=C/c2cccs2)C1=O	.	8	1.1	1	6	-2	1636	-3	10	0.9	3
COCCOC(=O)C1=C(C)NC(=O)NC1c1c(F)cccc1Cl (stereo not given)	-0.3	0	1	1	-3	-13	1412	6	10	0.9	-14
CCOc1cc(/C=N/NC(=O)c2ccncc2)ccc1OS(C)(=O)=O	0.36	-7	1	1	-14	-7	1625	12	4	1	3
CCN(CC)CCNC(=O)c1cc2c(-c3ccc(Cl)cc3)nn(C)c2s1	.	11	0.8	0.9	1	8	1644	12	1	1	-9
CSCCC(NS(=O)(=O)c1ccc(Cl)cc1)C(=O)OCc1cccc(Cl)c1 (stereo not given)	.	-1	0.9	0.9	-11	2	1429	12	31	0.7	0
CCC(OC(=O)c1cccs1)C(=O)NCc1ccco1 (stereo not given)	.	-4	0.9	1	-1	-48	1401	12	4	1	4
COCCSc1nnc(NC(=O)c2ccc(OC)c([N+](=O)[O-])c2)s1	0.32	5	1.3	1.3	1	-14	1701	2	-10	1.1	-1
CCn1c(O)c(/C=N/NC(=O)c2ccncc2)c(=O)n(CC)c1=S	-0.13	1	1.1	1.3	5	-7	1594	-3	18	0.8	-3
Cc1nnc2sc(-c3cccc4ccccc34)nn12	-5.2*	8	0.9	0.9	3	-23	1779	7	12	0.9	14
O=C(CN1C(=O)c2cccc3cccc1c23)Nc1ccccc1C(=O)NCc1ccco1	.	-2	.	.	1	-27	1482	.	.	.	-8
O=C(CCC(=O)NCCO)NCCO	.	6	1	1	4	5	1719	6	13	0.9	4

# Continued:
Structure	ROMK mod	PPARg SRC1 recr	PMI activator	PMI act hi M6P	PPARg SRC2 recr	S1P3 antagonist	SRC2 TRFRET art	G6PDH CS	Diaph inh CS	Diaphorase act	PPARg SRC-3 ag
NC1=NC(c2ccccc2Cl)n2c(nc3ccccc32)N1 (stereo not given)	.	11	0.9	0.9	5	18	1686	-5	24	0.8	-2
OCCn1nc2c3ccccc3nc-2n(-c2ccccc2)c1=S	.	0	1	1	0	6	1469	-5	15	0.9	-12
Cc1ccc(/C=N/NC(=O)c2cccc(S(=O)(=O)Nc3cccc(Cl)c3)c2)o1	0.034	9	1.2	1.1	11	6	1609	6	-1	1	1
O=C1c2ccccc2C(=O)N1CCCCSc1nc2ccccc2c(=O)n1CCCN1CCOCC1	-3*	16	0.8	0.9	14	-5	1648	2	18	0.8	8
CCCCn1nnc(NC(=S)NC(=O)c2cccs2)n1	.	6	0.8	0.9	15	-11	1741	-15	29	0.7	-2
CCOC(=O)Cc1nnc(NC(=O)CSc2nnc3c4ccccc4n(C(C)C)c3n2)s1	0.23	1	1.2	1.4	7	-4	1638	-16	15	0.8	6
CCOC(=O)C1C(c2cccnc2)NC(=O)NC1(O)C(F)(F)F (stereo not given)	-0.47	-8	1.1	1.1	3	-20	1542	-5	1	1	3
O=C(COC(=O)CC1CCCC1)Nc1ccc(OC(F)F)cc1	-0.36	-6	1	1	-3	-9	1546	2	7	0.9	-2
Cc1cc(-c2nnc(-c3ccccc3)c(-c3ccccc3)n2)c(C)o1	-0.045	1	1.1	1.3	1	14	1705	5	5	1	4
Cc1cc2ncn(/N=C/c3ccc(-c4ccccc4)o3)c2cc1C	.	4	0.9	1	-1	.	1488	5	1	1	-4
Nc1nc2nc(-c3ccc(F)cc3)cc(C(F)(F)F)n2n1	1.6	4	1	1	9	-14	1761	6	1	1	8
COc1ccc(-n2c(SCC(=O)NNC(=O)c3ccccc3C)nnc2-c2ccncc2)cc1	.	-5	1	1	3	.	1350	7	5	0.9	-10
COc1cccc(CNC(=O)CCC2CCCN(C(=O)c3cc(C4CC4)[nH]n3)C2)c1 (stereo not given)	-2.1	7	1	1	-1	8	1576	14	-6	1.1	0
COc1ccc(-c2cc(CCCC(=O)N3CCN(c4ccc(OC)cc4)CC3)no2)cc1	.	-6	1	0.9	-10	.	1574	-2	6	0.9	2

# Copied from the list:
# In PPARg SRC-3 ag, `Nc1nc2nc(-c3ccc(F)cc3)cc(C(F)(F)F)n2n1` reads 8
# In PMI activator, `O=C(COC(=O)CC1CCCC1)Nc1ccc(OC(F)F)cc1` reads 1
# In Diaphorase act, `COc1cccc(CNC(=O)CCC2CCCN(C(=O)c3cc(C4CC4)[nH]n3)C2)c1` (stereo not given) reads 1.1
# In PMI act hi M6P, `O=C1c2ccccc2C(=O)N1CCCCSc1nc2ccccc2c(=O)n1CCCN1CCOCC1` reads 0.9
# In Diaph inh CS, `COc1ccc(-n2c(SCC(=O)NNC(=O)c3ccccc3C)nnc2-c2ccncc2)cc1` reads 5
